Assay outcomes deposited in PubChem by several laboratories.
3CLpro inhibitor: SARS-CoV 3CLpro protease inhibition; P0C6X7; inhibition, % at 6 µM; recombinant SARS-CoV 3CLpro, quenched FRET peptide cleavage; hit rate 0.14% among 290,000; in the data active = inhibition above about 12%
Rv3671c inh: inhibitors of M. tuberculosis serine protease Rv3671c; P9WHR9; inhibition, % at 5.96 µM; hit rate 0.048% among 320,000; in the data active = inhibition above about 38%;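 also: extracellular domain of Rv3671c used as enzyme; 0% = enzyme with DMSO and 100% = no enzyme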
Target sequence (P9WHR9 whole entry, looked up, the tested form may be a part): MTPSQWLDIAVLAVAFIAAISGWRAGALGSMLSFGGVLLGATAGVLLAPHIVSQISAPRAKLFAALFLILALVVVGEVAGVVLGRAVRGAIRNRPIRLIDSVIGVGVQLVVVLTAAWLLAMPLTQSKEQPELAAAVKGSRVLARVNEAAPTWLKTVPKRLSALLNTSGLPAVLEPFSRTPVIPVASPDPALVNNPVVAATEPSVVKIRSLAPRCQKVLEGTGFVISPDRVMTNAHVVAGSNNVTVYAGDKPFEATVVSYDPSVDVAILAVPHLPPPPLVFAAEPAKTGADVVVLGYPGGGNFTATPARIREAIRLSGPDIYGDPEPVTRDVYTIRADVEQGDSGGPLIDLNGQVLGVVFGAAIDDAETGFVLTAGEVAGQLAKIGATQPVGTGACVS
DUSP3 inh: inhibitors of human VHR1 phosphatase (DUSP3); P51452; recombinant VHR phosphatase, pNPP absorbance; inhibition, % at 13.3 µM; hit rate 0.52% among 290,000; AID 1654; in the data active = inhibition above about 50%; also: some compounds called inactive have numbers as strong as hits
Target sequence (P51452 whole entry, looked up): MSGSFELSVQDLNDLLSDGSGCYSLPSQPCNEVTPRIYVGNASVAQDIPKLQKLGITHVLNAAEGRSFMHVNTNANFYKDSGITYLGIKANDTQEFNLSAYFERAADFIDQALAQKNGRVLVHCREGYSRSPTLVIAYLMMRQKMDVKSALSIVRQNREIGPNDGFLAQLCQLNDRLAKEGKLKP
Yp Topo-I inh: Y. pestis Topo-I inhibition via cleavage products; Y. pestis Topo-I cleavage product accumulation, plate reader; hit rate 0.064% among 360,000; AID 504884; activity, % at 10 µM; in the data active = activity above about 50%, passing the limit was not always enough; also: inactives centre near 2
PrPC surface inh: inhibitors of human cell surface prion protein PrPC | P04156 | TR-FRET read-out | inhibition, % at 13.8 µM | hit rate 0.43% among 370,000 | AID 720596; in the data active = inhibition above about 24%; also: 0% = median of the test wells and 100% = reference compound wells
MazEF act: MazEF (E. coli) toxin RNase activation | P0AE70 | FAM/BHQ RNA-DNA oligo cleavage fluorescence, 5 h | activation, % at 20 µM | hit rate 0.32% among 350,000; in the data active = activation above about 50%
Target sequence (P0AE70 whole entry, looked up): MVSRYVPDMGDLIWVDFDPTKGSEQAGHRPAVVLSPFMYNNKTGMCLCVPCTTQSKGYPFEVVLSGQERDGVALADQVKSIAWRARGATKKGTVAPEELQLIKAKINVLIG
SSB-PriA inh: blocks PriA binding to SSB C-terminal tail; AlphaScreen SSBct-PriA binding, biotinylated peptide; inhibition, % at 33 µM; hit rate 0.6% among 430,000; AID 1272365; in the data active = inhibition mostly above about 37%, no sharp cut-off; inactive = mostly below about 20%;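 also: plate controls were negative control peptide for no effect and reference peptide for full effect; strong numbers were not always called active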
TcdB GH inh: blocks C. difficile toxin B glycohydrolase activity | hit rate 0.24% among 350,000 | TcdB glycohydrolase enzymatic assay, plate reader | P18177 | inhibition, % at 9.99 µM; in the data active = inhibition above about 10%
Vc quorum ag: inducers of Vibrio cholerae quorum light production without autoinducers | V. cholerae BH1578 lux reporter, luminescence, 6 h | activation, % at 18.7 µM | hit rate 0.16% among 350,000 | AID 588436; in the data active = activation mostly above about 9.7%, no sharp cut-off; also: not every result past the cut was called active; inactives centre near 0; reference of the scale not given here
CCHF vOTU inh: blocks the CCHF virus ovarian tumor domain protease; CCHFV vOTU protease, Pep-AMC fluorescence; inhibition, % at 11.5 µM; hit rate 0.55% among 370,000; AID 651958; in the data active = inhibition above about 30%; also: 0% = vehicle wells with enzyme and 100% = no enzyme wells
Starred values were filed as active, the others as inactive; i = inactive; . = no result given.

The line under a structure holds: 3CLpro inhibitor, Rv3671c inh, DUSP3 inh, Yp Topo-I inh, PrPC surface inh, MazEF act, SSB-PriA inh, TcdB GH inh, Vc quorum ag, CCHF vOTU inh
CCC1CCCCN1C(=S)NC(=O)c1cccc([N+](=O)[O-])c1 (stereo unspecified)
  0, 9, 2, -9, -10, 3, 6, 2.5, -0.2, 10
O=[N+]([O-])c1cccc(NC(=S)N2CCOCC2)c1
  -9, -1, 11, 4, -4, 10, -15, 4.0, 1.5, -2
Cc1ccc(N=C(/N=C(\N)N[N+](=O)[O-])Nc2ccc(C)cc2)cc1
  ., -5, ., 5, 7, 6, ., -0.5, -0.7, 3
O=C(Nc1ccccc1N1CCOCC1)c1ccco1
  2, -5, 8, 6, -11, 0, -10, -0.6, -0.1, 9
CCN1C(=O)NC(c2cccnc2)C(C(=O)OC)=C1C (stereo unspecified)
  -1, 1, 27, 0, 0, -2, -4, ., -3.3, -7
O=C(c1ccco1)N1CCN(C(=O)C2c3ccccc3Oc3ccccc32)CC1
  1, -2, -5, 1, -10, 4, 3, 0.7, i, 5
Cn1cnc([N+](=O)[O-])c1SCC(=O)NN
  2, 12, 12, 3, 0, 1, -1, 0.2, -0.3, -1
CCOc1ccc(-n2c(=S)sc3c(=O)[nH]c(SCC(=O)C(C)(C)C)nc32)cc1
  2, -1, 10, 11, 6, -10, -16, 1.8, i, 20
COc1ccc(CN2CCCC(CO)(Cc3ccc(F)cc3)C2)cc1C (stereo unspecified)
  -3, -3, -46, 10, 12, 6, -13, 1.6, -0.8, 0
COc1ccccc1NC(=O)C1CCN(C(=O)c2ccc(C(C)(C)C)cc2)CC1
  2, 8, -14, 26, -1, -2, -5, 0.4, -0.3, -10
O=c1nc(-c2ccccc2)n(-c2ccc(Cl)cc2)[nH]1
  1, 0, -1, -3, 0, 1, 1, -1.1, -0.3, -1
O=C(c1ccc(F)cc1F)N1CCN(c2ncccn2)CC1
  -1, 3, 7, -10, -1, -7, -1, ., i, 5
OCCSc1nc2ccccc2n1CCOc1ccccc1
  -1, -5, 13, 3, -2, 11, -5, 0.8, 7.1, -15
COc1cc(C2NC(=O)NC(c3ccccc3)=C2C(C)=O)ccc1OCC(=O)O (stereo unspecified)
  5, -2, 0, 14, -4, -1, -5, ., i, -3
COc1cc(-c2nc3ccc4ccccc4c3c3c2CCC3)ccc1O
  -9, -24, 10, -1, -2, 5, 15, -0.8, i, 4
CC1=CC(C)=Nc2ccccc2N1
  2, 5, 0, 3, -4, -2, 3, ., -12, -17
CC(C)(C)n1nc2c(c1NC(=O)c1cc3ccccc3o1)CSC2
  1, -23, 30, -6, -4, 2, 7, 0.8, i, 1
COc1ccc(-c2nc(CN3CCCCC3CCc3ccccn3)c(C)o2)cc1 (stereo unspecified)
  3, -1, 23, 13, -11, -4, -14, 0.6, -0.4, -6
COc1cccc(C(NC(C)=O)c2nc(-c3cnn(C)c3)cs2)c1 (stereo unspecified)
  ., ., ., 3, -3, ., ., 1.3, i, 1
COC(=O)[C@H](Cc1ccccc1)NC(=O)NCc1ccccc1
  0, -10, 5, 2, -2, -1, -12, 0.9, i, -5

For convenience, some entries already given.
The line under a structure holds: 3CLpro inhibitor, Rv3671c inh, DUSP3 inh, Yp Topo-I inh, PrPC surface inh, MazEF act, SSB-PriA inh, TcdB GH inh, Vc quorum ag, CCHF vOTU inh
OCCSc1nc2ccccc2n1CCOc1ccccc1
  -1, -5, 13, 3, -2, 11, -5, 0.8, 7.1, -15
COc1cc(C2NC(=O)NC(c3ccccc3)=C2C(C)=O)ccc1OCC(=O)O (stereo unspecified)
  5, -2, 0, 14, -4, -1, -5, ., i, -3
COc1cc(-c2nc3ccc4ccccc4c3c3c2CCC3)ccc1O
  -9, -24, 10, -1, -2, 5, 15, -0.8, i, 4
CC1=CC(C)=Nc2ccccc2N1
  2, 5, 0, 3, -4, -2, 3, ., -12, -17
CC(C)(C)n1nc2c(c1NC(=O)c1cc3ccccc3o1)CSC2
  1, -23, 30, -6, -4, 2, 7, 0.8, i, 1
COc1ccc(-c2nc(CN3CCCCC3CCc3ccccn3)c(C)o2)cc1 (stereo unspecified)
  3, -1, 23, 13, -11, -4, -14, 0.6, -0.4, -6
COc1cccc(C(NC(C)=O)c2nc(-c3cnn(C)c3)cs2)c1 (stereo unspecified)
  ., ., ., 3, -3, ., ., 1.3, i, 1
COC(=O)[C@H](Cc1ccccc1)NC(=O)NCc1ccccc1
  0, -10, 5, 2, -2, -1, -12, 0.9, i, -5

(continued)
The line under a structure holds: 3CLpro inhibitor, Rv3671c inh, DUSP3 inh, Yp Topo-I inh, PrPC surface inh, MazEF act, SSB-PriA inh, TcdB GH inh, Vc quorum ag, CCHF vOTU inh
CCCN(Cc1ccccc1)C(=S)Nc1ccc(F)cc1
  -1, -4, 12, -6, 8, 1, -14, -0.3, i, -2
CCOc1ccccc1NC(=O)Nc1cc(C(=O)O)ccc1C
  2, -4, 70, -11, -4, -5, -1, -1.0, -0.4, 2
O=C(NCc1nnc(SCc2ccc(C(F)(F)F)cc2)n1-c1ccccc1)C12CC3CC(CC(C3)C1)C2
  3, -3, -5, 19, -6, -6, 12, 1.8, -2.1, 19
COc1ccc(C2/C(=C(/O)c3ccc(F)cc3)C(=O)C(=O)N2CCCN(C)C)cc1 (stereo unspecified)
  ., ., ., 4, -1, 8, ., -2.9, 0.4, 13
Cn1c(SCC(=O)NCc2cccs2)nnc1-c1ccco1
  -6, -3, 13, -4, 8, -6, 6, ., -4.2, -5
COc1ccc(NC(=O)CN(C)C(=O)c2ccc(-c3ccccc3Cl)o2)cc1
  ., -1, ., -1, 10, 2, 0, 2.3, -0.5, 8
O=C(Nc1nc(-c2ccccc2)cs1)C1CCCO1 (stereo unspecified)
  -2, -2, 6, 2, 5, -2, -9, 0.7, i, -4
Cc1cc(Nc2ccc3c(c2)OCCO3)n2ncnc2n1
  0, 1, 11, -16, -9, 0, 2, ., i, 2
Cc1ccc(S(=O)(=O)N2CCN(C(=S)NCCc3ccccc3)CC2)cc1
  1, -13, 17, 14, -1, 1, -7, 1.9, i, -10
COc1ccc(C2CC(c3ccccc3)=NN2C(=O)CSc2ncccn2)cc1 (stereo unspecified)
  2, -4, 10, 21, -5, -2, -12, 0.7, -0.7, 11
COc1ccc(/C(C)=N/Nc2ccc(C(=O)O)cc2)cc1OC
  5, -13, 2, -3, 0, 3, ., ., -0.1, -4
CCCS(=O)(=O)N1CCCC(C(=O)Oc2ccccc2Cl)C1 (stereo unspecified)
  0, 3, -2, 9, -3, 10, -8, 0.8, i, -19
CN1CCN(C(=O)CCC(=O)NCc2ccc(F)cc2)CC1
  2, 5, 16, -2, 0, 6, -10, 1.2, -0.4, 6
C/C(=N/NS(=O)(=O)c1ccc(C(C)(C)C)cc1)c1ccc2c(c1)OCO2
  5, ., 19, 3, -5, -4, ., 0.3, i, 26
O=C(O)C1(C(=O)O)CCCC1
  ., ., ., 0, -4, 6, -2, -0.9, i, -6
COc1ccc(C2=NS(=O)(=O)N(C)C(C(=O)N(C)Cc3ccccc3)=C2)cc1
  2, -9, -2, 23, -12, 9, 6, 5.4, -0.1, 6
CC(=O)Nc1ccc(S(=O)(=O)NCC(=O)NNC(=O)COc2c(C)cccc2C)cc1
  ., 10, ., -2, -4, -2, 4, 0.5, -0.3, -1
CC1(c2nnc(-c3cccc(Cl)c3)o2)CC(c2ccc(C#N)cc2)=NO1 (stereo unspecified)
  ., -6, ., 2, 1, 4, -28, ., -2.9, -6
O=C(NCCc1ccccc1)c1cc(S(=O)(=O)N2CCCC2)ccc1F
  -3, -2, -9, 6, 14, 9, -6, -3.2, i, 5
Cc1sc2nc(Cc3ccccc3)[nH]c(=O)c2c1-c1ccccc1
  3, -6, 1, -1, 4, 6, -7, ., i, 3

Carrying on.
| smiles | 3CLpro inhibitor | Rv3671c inh | DUSP3 inh | Yp Topo-I inh | PrPC surface inh | MazEF act | SSB-PriA inh | TcdB GH inh | Vc quorum ag | CCHF vOTU inh |
| --- | --- | --- | --- | --- | --- | --- | --- | --- | --- | --- |
| Cc1ccc(NC2=C/C(=N\S(=O)(=O)c3cccs3)c3ccccc3C2=O)c(C)c1 | 9 | -117 | 9 | -3 | . | 16 | . | . | i | . |
| CC1CC(=O)C2=C(C1)Nc1ccccc1N(C(=O)COc1ccccc1)C2c1ccco1 (stereo unspecified) | -3 | -4 | 7 | 4 | -4 | -10 | -21 | . | -0.2 | -6 |
| COc1ccc(C(=O)SC2=NCCS2)cc1OC | 3 | 2 | 36 | 1 | -6 | 1 | -7 | . | 0.4 | -12 |
| COc1ccc(C(=O)NCC(=O)N/N=C/c2ccco2)cc1OC | 3 | -8 | 15 | -13 | -1 | 3 | . | 0.3 | -0.5 | 5 |
| COCc1nnc(NC(=O)CCCOc2ccccc2OC)s1 | 3 | 1 | -12 | 6 | -5 | 1 | -4 | . | -0.3 | -8 |
| Cc1ccccc1N1CCN(Cc2cc3c(cc2[N+](=O)[O-])OCO3)CC1 | -1 | 4 | -16 | 4 | -3 | 6 | 16 | -1.7 | -0.9 | 15 |
| Nc1sc(-c2ccccc2)cc1-c1n[nH]c(=S)n1C1CCCCC1 | 0 | 5 | 14 | -9 | 5 | 2 | -10 | 0.6 | i | -1 |
| CSCCC(NC(=O)c1ccc(C(C)(C)C)cc1)C(=O)OCC(=O)N1CCCC1=O (stereo unspecified) | . | 1 | . | 17 | 4 | 3 | 9 | 1.6 | -0.6 | 14 |
| COc1ccc(CNC(=O)COc2cc(O)c3c(c2)OC(C)(C)CC3=O)c(OC)c1 | 3 | -1 | 9 | 26 | 1 | -1 | 1 | 0.6 | -0.4 | -1 |
| O=[N+]([O-])c1cccc(/C=C/C=N/Nc2nc(N3CCCCC3)nc(N3CCCCC3)n2)c1 | 2 | -2 | 15 | 10 | 2 | 19 | . | 0.4 | -0.2 | 2 |
| Cc1cc(NC(=O)c2cccc(S(=O)(=O)Nc3cccc(C(=O)O)c3)c2)no1 | 2 | -1 | 6 | -4 | -1 | 6 | 0 | 1.1 | -0.4 | 7 |
| O=CN1CCN(c2c([N+](=O)[O-])c(=O)oc3ccccc23)CC1 | 3 | -1 | -16 | -2 | 4 | -13 | -8 | -0.7 | -1.4 | -3 |
| Cc1ccc(C)c(N2CCN(C(=O)c3ccc4nc(-c5ccco5)c(-c5ccco5)nc4c3)CC2)c1 | 3 | -5 | -8 | -5 | -14 | 2 | 15 | . | i | 44* |
| Cc1cc(NC2CCCCC2)n2c(n1)nc1ccccc12 | -1 | -13 | 14 | -6 | 6 | -7 | -25 | 1.5 | -0.2 | -14 |

An excerpt; count on the stated rates, not on these rows.
